Screens (PubChem)
TEAD-YAP block = TEAD-YAP interaction inhibition; HEK-TIYL cells, TEAD-Gal4/YAP UAS-luciferase luminescence; inhibition, % at 9.12 µM; hit rate 1.4% among 640,000; in the data active = inhibition above about 32%;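 note: 0% = median of test compound wells and 100% = reference inhibitor wells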
GPR151 ag = activators of human GPR151; Q8TDV0; PathHunter beta-arrestin GPR151 cells, luminescence; activation, % at 11.2 µM; hit rate 1% among 650,000; AID 1508602; in the data active = activation above about 4.9%;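 note: 0% = median of compound wells and 100% = cells with positive control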
FBW7 act = activators of human E3 ligase FBW7; Q969H0; AlphaScreen FBW7–phospho-cyclin E peptide binding, activator screen; normalized activity (activation), % at 26.1 µM; hit rate 0.13% among 650,000; in the data active = normalized activity above about 1.9%;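 note: purified mutant Fbw7 with reduced substrate affinity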
Target sequence (Q969H0 whole entry, looked up): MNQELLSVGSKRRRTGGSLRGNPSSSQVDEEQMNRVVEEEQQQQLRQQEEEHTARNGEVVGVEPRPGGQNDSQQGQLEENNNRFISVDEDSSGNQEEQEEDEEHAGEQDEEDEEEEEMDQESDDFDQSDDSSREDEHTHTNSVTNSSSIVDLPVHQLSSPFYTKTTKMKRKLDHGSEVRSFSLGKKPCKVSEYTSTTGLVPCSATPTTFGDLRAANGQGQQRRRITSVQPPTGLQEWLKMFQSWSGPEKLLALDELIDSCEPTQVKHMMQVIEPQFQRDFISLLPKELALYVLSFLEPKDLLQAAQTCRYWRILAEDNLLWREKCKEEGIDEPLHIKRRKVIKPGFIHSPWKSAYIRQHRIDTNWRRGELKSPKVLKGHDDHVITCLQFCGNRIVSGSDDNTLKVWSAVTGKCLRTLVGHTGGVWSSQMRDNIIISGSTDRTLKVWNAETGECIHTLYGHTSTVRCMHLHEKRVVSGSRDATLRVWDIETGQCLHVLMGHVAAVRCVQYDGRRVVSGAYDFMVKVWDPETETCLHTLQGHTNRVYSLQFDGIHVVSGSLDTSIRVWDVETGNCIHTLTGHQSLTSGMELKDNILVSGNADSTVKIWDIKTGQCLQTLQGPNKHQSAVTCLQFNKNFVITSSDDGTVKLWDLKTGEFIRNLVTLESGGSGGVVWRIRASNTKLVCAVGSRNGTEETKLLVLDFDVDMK
MITF inh = blocks human microphthalmia-associated transcription factor | AID 1259374 | inhibition, % at 2.6 µM | AlphaScreen MITF homodimerization, bead proximity signal | hit rate 0.91% among 650,000 | O75030; in the data active = inhibition above about 50%;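 note: 0% = vehicle wells with protein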
Starred values were filed as active, the others as inactive.

mol	TEAD-YAP block	GPR151 ag	FBW7 act	MITF inh
O=S(=O)(c1cccc2cccnc12)N1CCC(c2nc(-c3cccnc3)no2)CC1	0	-1.6	0.1	5
COc1ccc([N+](=O)[O-])cc1NS(=O)(=O)c1ccc(C)cc1	6	-0.4	-0.1	3
CCC(C)c1ccc(NS(=O)(=O)c2ccc(C(C)=O)cc2)cc1 (configuration not stated)	11	1.4	0.2	1
CC[C@H](C)[C@H](NC(N)=O)C(=O)NNC(=O)c1nn(CC)c(=O)c2ccccc12	5	0.3	0.1	-5
Cc1ccc(S(=O)(=O)Nc2nc3ccccc3nc2Nc2cc(C)ccc2C)cc1	-5	1.5	-0.1	1
CCOC(=O)CC(NS(=O)(=O)c1ccc(C)cc1)c1ccc(OC)cc1 (configuration not stated)	-5	-0.6	-0.1	-4
O=C(NNC(=O)c1cc(=O)[nH]c(=O)[nH]1)c1ccc(NS(=O)(=O)c2cccs2)cc1	-1	-1.0	-0.2	6
O=C(CNC(=S)N(Cc1ccccc1)Cc1cccnc1)N1CCc2ccccc21	16	1.3	0.0	14
CCOc1ccc(NC(=O)CSc2nc3cc(C(=O)OC)ccc3c(=O)n2Cc2ccc3c(c2)OCO3)cc1	2	-0.9	0.1	7
Cc1ccc(-c2csc3ncn(N)c(=O)c23)o1	0	0.3	0.3	0
CCOc1ccc(C(NC(=O)c2cc(OC)c(OC)c(OC)c2)c2cc(Cl)c3cccnc3c2O)cc1 (configuration not stated)	10	-0.9	0.0	17
CCOC(=O)c1nnn(CC(=O)Nc2ccc(Br)cc2)c1C(=O)OCC	-2	-0.7	-0.1	7

mol	TEAD-YAP block	GPR151 ag	FBW7 act	MITF inh
C=CCn1c(NCc2ccccc2F)nc2ccccc21	-35	2.4	0.9	14
O=C(NCC1CCCN(Cc2ccc(N3CCNC3=O)cc2)C1)c1n[nH]c2ccccc12 (configuration not stated)	9	-1.3	0.0	6
Cc1ccc(-c2nnn(CC(=O)N(CC(=O)NC3CCCC3)Cc3ccccc3F)n2)o1	-2	-0.1	0.0	0
C=CCc1ccc(-c2ccc(C3CCC(CCCC)CC3)cc2)nc1 (configuration not stated)	-5	-0.7	0.0	5
Cc1c(C(=O)N/N=C/c2ccc(O)cc2)sc(=S)n1C	-3	0.2	0.2	13
Nc1ccc2nc(SCc3ccc(F)c4ccccc34)sc2c1	6	0.2	-0.1	-7
CCOC(=O)c1c(N)nn(C(=O)C(C)(C)C)c1-c1ccccc1	3	0.0	0.7	-13
Cc1ccccc1C(=O)Nc1nc2cc3c(cc2s1)OCO3	-57	-4.0	0.2	2
CCOc1ccc2[nH]c(=O)c(CN(CC3CCCO3)C(=O)N(C)C)cc2c1 (configuration not stated)	-9	0.1	0.1	18
Clc1ccccc1-c1ccc(CN2CCc3nncn3CC2)o1	9	1.7	-0.1	0
CN(C)C(=O)C12CC3(C)CC(C)(CC(C)(C3)C1)C2	2	-0.3	0.1	-6
O=C(NCCc1ccccc1)Nc1ccc(NC(=O)NCCc2ccccc2)cc1	-14	0.5	-0.1	3

mol	TEAD-YAP block	GPR151 ag	FBW7 act	MITF inh
O=C(Nc1ccc2c(c1)Cc1ccccc1-2)c1ccc(-c2ccc(Cl)cc2)o1	-7	2.0	-0.2	10
CCOc1ccc(NC(=O)CSc2nnc(-c3ccoc3C)n2CC2CCCO2)cc1 (configuration not stated)	6	-0.4	-0.1	0
C/C(Cl)=C/Cn1c(NCCCn2ccnc2)nc2c1c(=O)n(C)c(=O)n2C	0	1.1	0.0	2
COc1ccc(-n2c(C)c(C(C)=O)c3cc(OC(=O)c4ccc(C)cc4)ccc32)cc1	48*	-0.4	1.2	-5
CN(Cc1cscn1)C(=O)C1CC12CCN(CC(c1ccccc1)c1ccccc1)CC2 (configuration not stated)	-7	-0.2	-0.1	-11
COc1ccc(-c2nc(N3CCCCC3)nc3n[nH]c(N)c23)cc1	-20	0.7	-0.1	0
COC(CN(C)c1ccc(-c2ccccc2F)cn1)OC	-8	-0.8	-1.1	8
CCNc1nc(NCC)n2c(SCC(=O)Nc3ccc(Cl)cc3)nnc2n1	6	4.0	-0.1	3
O=C1CCCN1CCn1cnc2c(Nc3ccc(N4CCOCC4)cc3)nc(N3CCN(Cc4ccc5c(c4)OCO5)CC3)nc21	12	-0.5	-0.3	16
Cc1ccc(S(=O)(=O)Nc2cc(C)c(O)c(Br)c2C(C)C)cc1	-5	4.7	-0.1	-2
O=[N+]([O-])c1ccc(S(=O)(=O)NCC2COc3ccccc3O2)cc1 (configuration not stated)	1	-2.3	-0.1	14
O=C(Cc1ccc2c(c1)OCCCO2)c1ccc(O)cc1O	61*	2.3	0.0	3

mol	TEAD-YAP block	GPR151 ag	FBW7 act	MITF inh
Cc1ccc([N+](=O)[O-])cc1NC(=O)C1C(C(=O)O)C2C=CC1C21CC1 (configuration not stated)	-6	0.2	0.1	1
Cc1ccc(CNC(=O)c2nnn(-c3cccc(C)c3)c2N)cc1	10	-0.5	0.1	-7
CN(C(=O)c1cc2c(=O)n3ccccc3nc2n1C)C1CCCCC1	-55	0.5	0.4	7
COC(=O)CNC(=O)C(CC(C)C)NC(=O)C1CCCN1 (configuration not stated)	-3	0.8	-0.2	-1
CC(=NCCN1CCOCC1)c1c(CSc2ccc(C)cc2)[nH]n(-c2nc3ccccc3s2)c1=O	1	-0.6	-0.2	-6
COC(=O)c1c(OC2CCCC2)cc(=O)n2c1CCN(C(=O)CCc1cccnc1)CC2	3	-0.1	-0.1	-1
COc1ccccc1CC(=O)N1CCN(c2ccc(F)cc2)CC1	-9	1.1	-0.1	-4
CCN(CC)c1cc(-c2ccccc2)nc(-c2ccccn2)n1	47*	2.9	-0.3	-8
CCc1ccc(NC(=O)c2ccccc2)cc1	15	-6.2	0.0	8
N#Cc1c(Cl)c(Cl)c2nnc(-c3ccc(F)cc3)n2c1Cl	4	-1.8	-0.1	13
C[C@H]1CN(C(=O)c2cc(-c3ccc4c(c3)OCCO4)n[nH]2)[C@@H](C)CN1Cc1ccco1	5	-0.8	-0.1	-6
O=C(NCCN1CCCC1)c1ccc2c(=O)n(Cc3ccc(Cl)cc3)c(=S)[nH]c2c1	-6	-0.1	0.6	12

mol	TEAD-YAP block	GPR151 ag	FBW7 act	MITF inh
COc1ccc(OC)c(Nc2nc(Cc3ccccc3)nc3sc4c(c23)CCCC4)c1	4	0.6	0.0	9
COC(=O)c1cnn(-c2ncnc3sc4c(c23)CCCC4)c1N	5	0.7	0.0	-7
O=S(=O)(c1ccc(Cl)c(Cl)c1)N1CCc2ccccc21	14	1.2	0.0	-7
Cc1cc(F)ccc1S(=O)(=O)Nc1ccc(Cl)c(N2CCCS2(=O)=O)c1	-5	0.5	-0.1	4
Cc1ccc(-n2c(SCCN3CCOCC3)nc3[nH]ncc3c2=O)cc1C	9	0.3	-0.1	4
Cc1cnc(NC(=O)CN2N=C(C(C)(C)C)Cn3c(cc4ccccc43)C2=O)s1	-4	1.1	0.1	-14
Cc1ccc(CN(C)C(=O)CC2(c3cccc(F)c3)CC(=O)N(C)C2=O)cc1 (configuration not stated)	-52	1.1	-0.1	-5
O=C1OC(c2cccc(Br)c2)=N/C1=C\c1ccc(Cl)c(Cl)c1	6	-0.2	0.1	7
Cc1ccc(NC(=O)CSc2ccccc2)c(C(=O)O)c1	-1	-0.9	0.1	10
Cc1ccc(C(=O)Nc2ccc(-c3nc4cc(C)ccc4o3)cc2)cc1	-39	-0.6	0.2	16
O=C(Cn1c2ccccc2c(=O)c2ccccc21)NC(c1ccccc1)c1ccccc1	-4	1.9	0.0	-8
O=C(CCCCCn1c(SCc2cc(=O)n3ccccc3n2)nc2ccsc2c1=O)NCCc1ccccc1	15	1.5	-0.1	-13

mol	TEAD-YAP block	GPR151 ag	FBW7 act	MITF inh
CCOC(=O)C1=C(C)N=c2s/c(=C\c3ccccc3Cl)c(=O)n2C1c1ccccc1 (configuration not stated)	5	-1.1	-0.1	1
Cc1ccc(CC(=O)N/N=C/c2cc3c(cc2[N+](=O)[O-])OCO3)c([N+](=O)[O-])c1	-1	-0.1	0.1	-8
O=c1oc2ccc(Cl)cc2cc1-c1csc(Nc2ccc(Cl)cc2Cl)n1	-3	-1.4	-0.1	0
CC(=O)NCCC(=O)Nc1ccc(F)cc1C	2	0.1	0.0	1
CCCC/C=C/c1cnn2c(N3CCC(O)CC3)ccnc12	-14	-1.3	-0.6	19
Cc1nc(NC(=O)c2ccccc2)sc1-c1csc(Nc2cccc(C(=O)O)c2)n1	2	0.4	-0.1	1
O=C(O)c1cc(N2C(=O)/C(=C/c3cccc(O)c3)SC2=S)ccc1O	3	1.2	0.2	-1
O=C(NCc1ccccn1)c1ccc(S(=O)(=O)N(Cc2ccco2)C2CC2)o1	-5	3.0	-0.2	16
O=C(Nc1nn[nH]n1)c1ccc(-c2ccccc2)cc1	1	1.1	-0.1	-1
COC(=O)c1ccccc1NC(=O)c1ccc(-c2ccc([N+](=O)[O-])cc2)o1	11	1.8	0.0	10
O=C(NCc1cccnc1)C1c2ccccc2Oc2ccccc21	-12	-0.2	0.1	25
Cc1ccc(N(CC(=O)Nc2cccc(C)c2C)S(=O)(=O)c2c(C)noc2C)cc1	2	1.4	0.0	-5

mol	TEAD-YAP block	GPR151 ag	FBW7 act	MITF inh
COc1ccc(C2=N/C(=C\c3ccc(C(C)C)cc3)C(=O)O2)cc1	4	3.9	0.0	2
CCOC(=O)c1c(NC(=O)c2ccc(Cl)c([N+](=O)[O-])c2)sc(C(=O)Nc2cccc(Cl)c2C)c1C	0	-0.1	-0.1	3
CCN=c1scc(C)n1/N=C/c1cccs1	-76	-0.2	-0.3	6
COc1cccc2c1OCC(NCCn1cccn1)C2 (configuration not stated)	0	1.0	-0.1	2
CCCC(=O)c1ccc(N2CCN(C(=O)OCC)CC2)c(F)c1	-2	-1.1	0.0	1
CSc1nc(N2CCCC2)c2cnn(CCNC(=O)c3c(F)cccc3Cl)c2n1	0	1.0	0.1	0
Cc1ccc2cccc(SCC(=O)NC(C)(C)CC(C)(C)C)c2n1	8	-0.7	0.1	-4
C=CCN(c1ccccc1)S(=O)(=O)c1cc(C(=O)Nc2ccccc2CC)ccc1F	-9	1.0	0.3	24
Cc1cc(-c2nnc(CCC(=O)NC(C)c3ccc(Cl)cc3)o2)c(C)o1 (configuration not stated)	-10	0.1	0.1	1
CC(C)N1CCC(=NNC(=O)C(O)c2ccccc2)CC1 (configuration not stated)	-3	0.2	0.1	4
O=C(Cc1ccccc1[N+](=O)[O-])Nc1nc(-c2ccccc2)cs1	-47	0.2	-0.1	5
c1ccc(Oc2ccc(Nc3cc(Nc4cccnc4)ncn3)cc2)cc1	-14	-0.7	0.0	6

mol	TEAD-YAP block	GPR151 ag	FBW7 act	MITF inh
COc1ccc(S(=O)(=O)NCCc2ccc(N3CCCC3)cc2)cc1Cl	5	-0.4	-0.5	4
Cc1cc[n+](-c2[nH]c(=O)sc2/C=N/NC(=O)c2cccnc2)cc1C	-6	1.8	0.1	0
Cc1ccc(CNC(=O)COc2ccc(S(=O)(=O)NCCc3ccccc3)cc2)cc1	-2	1.5	0.0	0
CC1(C)c2ssc(=S)c2-c2ccccc2N1C(=O)c1ccc([N+](=O)[O-])cc1	-1	-0.9	-0.2	6
CC(C)Nc1nc2[nH]n(-c3ccccc3)c(=O)c2c2c1CCN2C	-4	2.9	-0.1	0
O=c1nc(SCc2ccc(Cl)cc2)c2c([nH]1)CCCC2	3	-0.1	-0.1	11
Cc1cccc(-c2nc(=S)[nH][nH]2)c1	-18	-3.4	0.3	2
CC(C)CCN1CCNC(=O)C1CC(=O)N(Cc1nccn1C)C(C)C (configuration not stated)	5	5.8*	-0.1	5
CN(CCCC(=O)Nn1cnnc1)S(=O)(=O)c1ccc([N+](=O)[O-])cc1	4	1.7	-0.2	-2
CC(=O)OCCc1c(COC(C)=O)[nH]c(C(=O)OCc2ccccc2)c1C	-16	-1.1	-0.4	2
CCC(Sc1nc2ccccc2c(=O)n1CC1CCC(C(=O)NCCc2ccccc2)CC1)C(=O)Nc1ccc2c(c1)OCO2 (configuration not stated)	-6	0.9	-0.2	0
COc1cc(-c2noc(-c3ccc(Br)cc3)n2)cc(OC)c1OC	3	0.0	0.1	1

mol	TEAD-YAP block	GPR151 ag	FBW7 act	MITF inh
COc1ccc(C2(CC(=O)N(C)C(C)c3nc(C)cs3)CC(=O)N(C)C2=O)cc1 (configuration not stated)	-70	-0.1	0.0	-1
CCC(C(=O)NCCn1nc(C)cc1C)c1ccccc1 (configuration not stated)	8	-2.0	0.8	13
COCCCNC(=O)c1cnn(-c2ncc3c(n2)-c2ccccc2CC3)c1C	-10	0.4	0.2	3
CC(C)Cn1c(=O)c2c(nc3oc(C(C)(C)C)cn32)n(C)c1=O	9	0.6	-0.1	1
